CIT2-GFP yeast = modulators of CIT2-GFP expression in yeast, primary screen, S. cerevisiae, GFP fusion, multiplex flow cytometry, MLPCN library; 320,000 tested, 0.065% active; S. cerevisiae CIT2-GFP strain, 3 h; 100 means same as DMSO wells; AID 2029, 2009; GFP response vs DMSO, % at 10 µM;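 active = GFP response relative to DMSO above a set limit, near the screen mean plus 3 SD, cut at about 150% in these data; inconclusive = Fewer than 70 cells measured for a yeast strain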;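 note: ratio of well median GFP fluorescence to mean of DMSO wells on the plate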
GRK2 inh = compounds blocking aptamer binding on GRK2 – biochemical, human GRK2, bead flow cytometry, HTS, primary screen; Beta-adrenergic receptor kinase 1 (Homo sapiens), P25098; FAM-aptamer displacement from GRK2; inhibition of aptamer binding, % at 10 µM; 330,000 tested, 0.59% active; AID 488847, 2010;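 active = inhibition of aptamer binding above 40%, roughly 3 SD of noise, on plates passing a quality check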;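 note: median bead fluorescence of bound FAM aptamer so fluorescent compounds give negative values; no value below 0 was filed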
Target sequence (P25098 whole entry, looked up): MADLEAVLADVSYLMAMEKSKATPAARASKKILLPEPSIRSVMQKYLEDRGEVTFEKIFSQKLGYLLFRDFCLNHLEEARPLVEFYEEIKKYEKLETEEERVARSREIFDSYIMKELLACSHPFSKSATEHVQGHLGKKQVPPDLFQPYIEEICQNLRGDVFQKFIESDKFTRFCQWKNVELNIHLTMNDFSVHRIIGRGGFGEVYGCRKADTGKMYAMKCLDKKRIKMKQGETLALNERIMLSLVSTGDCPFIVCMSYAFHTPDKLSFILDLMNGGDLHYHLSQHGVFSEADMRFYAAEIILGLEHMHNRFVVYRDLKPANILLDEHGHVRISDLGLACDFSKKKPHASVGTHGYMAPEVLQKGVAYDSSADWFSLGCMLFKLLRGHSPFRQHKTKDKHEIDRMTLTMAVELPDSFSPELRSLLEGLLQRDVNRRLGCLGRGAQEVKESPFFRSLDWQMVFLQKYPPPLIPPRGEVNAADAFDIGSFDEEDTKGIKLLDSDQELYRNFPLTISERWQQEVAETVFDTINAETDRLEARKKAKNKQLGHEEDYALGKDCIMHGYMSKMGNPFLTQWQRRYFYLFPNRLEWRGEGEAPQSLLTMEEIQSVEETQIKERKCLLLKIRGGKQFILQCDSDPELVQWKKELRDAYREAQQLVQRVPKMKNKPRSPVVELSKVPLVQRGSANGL
GASC-1 inh = inhibitors of GASC-1 histone demethylase, primary screen, biochemical, fluorescence, DELFIA europium; GST-JMJD2C(1-420) H3K9me3 demethylation; inhibition, % at 2.35 µM; 330,000 tested, 0.069% active; AID 2099, 2009;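 active = more than half of a compound's replicate wells show inhibition beyond 50%, single wells judged on their own value; inconclusive = some, but no more than half, of replicates pass 50% inhibition; inactive = no replicate passes 50% inhibition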;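 note: signal counts dimethyl H3K9 product captured on neutravidin plate; 0% = median of DMSO wells and 100% = 0.3 times that DMSO median; strong numbers were not always called active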
Target sequence (Q9H3R0 1-420 limits assumed): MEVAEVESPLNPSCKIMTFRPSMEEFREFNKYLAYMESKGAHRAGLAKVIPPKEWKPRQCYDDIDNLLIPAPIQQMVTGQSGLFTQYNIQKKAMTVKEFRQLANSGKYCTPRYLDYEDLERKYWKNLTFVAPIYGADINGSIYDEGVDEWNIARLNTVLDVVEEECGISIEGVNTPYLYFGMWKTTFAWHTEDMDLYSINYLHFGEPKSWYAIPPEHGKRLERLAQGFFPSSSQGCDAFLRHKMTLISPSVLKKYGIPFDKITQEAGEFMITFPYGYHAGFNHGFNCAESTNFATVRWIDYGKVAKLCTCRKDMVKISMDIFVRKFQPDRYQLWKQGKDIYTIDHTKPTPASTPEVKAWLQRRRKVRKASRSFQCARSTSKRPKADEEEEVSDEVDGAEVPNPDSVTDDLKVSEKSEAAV
LAP4-GFP MLPCN = modulators of LAP4-GFP expression in yeast, primary screen, S. cerevisiae, multiplex flow cytometry, MLPCN library; GFP response vs DMSO, % at 10 µM; 320,000 tested, 0.34% active; 3 h; median GFP as percent of DMSO wells;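 active = GFP response vs DMSO above a set limit, about the screen mean plus 3 SD, cut at about 150% in these data; inconclusive = under 70 cell events counted for the yeast strain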
MEP2-GFP yeast = modulators of MEP2-GFP levels in yeast, primary screen, S. cerevisiae, multiplex flow cytometry, MLPCN library; S. cerevisiae MEP2-GFP strain, 3 h; 100% = DMSO control level; GFP response vs DMSO, % at 10 µM; 330,000 tested, 0.51% active;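 active = GFP response versus DMSO above a set limit, roughly screen mean plus 3 SD, cut at about 180% in these data; inconclusive = fewer than 70 cells counted for a yeast strain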;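 note: median GFP fluorescence of the barcode-gated MEP2-GFP cells per well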
AGP1-GFP MLPCN = modulators of AGP1-GFP expression in yeast TOR pathway, primary screen, cell-based, multiplex flow cytometry, S. cerevisiae, MLPCN library. 320,000 tested, 0.02% active. 3 h; GFP as percent of DMSO wells. GFP response vs DMSO, % at 10 µM;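 active = GFP response relative to DMSO above a set limit, near screen average plus 3 SD, cut at about 150% in these data; inconclusive = fewer than 70 cells counted for the yeast strain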;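 note: median GFP channel fluorescence of the gated AGP1 strain per well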
RPL19A TOR yeast = RPL19A-GFP expression modulators in yeast, primary screen, cell-based, S. cerevisiae, multiplex flow cytometry, MLPCN | S. cerevisiae RPL19A-GFP strain, 3 h; active compounds read low | percent response vs DMSO, % at 10 µM | 330,000 tested, 0.3% active | AID 2025, 2009;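 active = percent response vs DMSO below 50%; inconclusive = fewer than 70 events counted for the yeast strain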;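 note: median channel GFP fluorescence of the barcoded RPL19A-GFP strain; ratio of sample median GFP to plate DMSO average so 100% = DMSO; lower means less RPL19A-GFP as with rapamycin TOR inhibition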
VLA-4 inh = inhibition in human VLA-4 binding assay, primary screen, VLA-4 allosteric modulator project, MLPCN library, flow cytometry, VLA-4 expressing cells; AID 2557, 2010; inhibition, % (about 7 µM as worked out from the volumes in the protocol); 330,000 tested, 0.2% active; ligand binding flow cytometry; in the data active = inhibition above about 50%
Active calls of the source: *; i = inactive; ? = inconclusive; / = no result given; [ ] = dose if it differs, or a comment.

SMILES	CIT2-GFP yeast	GRK2 inh	GASC-1 inh	LAP4-GFP MLPCN	MEP2-GFP yeast	AGP1-GFP MLPCN	RPL19A TOR yeast	VLA-4 inh
CC(C)CCNC(=O)C(c1ccco1)N(C(=O)Cn1nnc2ccccc21)c1ccc2c(c1)OCO2 (stereo unspecified)	110	0	4	104	103	104	101	-5
CNc1snc(C)c1C(=O)OC(C)C(=O)c1ccc(F)cc1 (stereo unspecified)	94	0	-7	95	106	94	100	12
Clc1ccc2c(c1)CCc1cccnc1C2=C1CCNCC1	123	0	-10	114	97	89	102	-15
Cc1ccc(CC(NC(=O)c2ccccc2)C(=O)N2CCCC2C(=O)O)cc1 (stereo unspecified)	99	0	2	104	102	100	98	4
COc1cccc(CCNC(=O)c2cccc(NC(=O)C3=C(C)OCCS3)c2)c1	94	0	10	94	97	94	95	4
CCn1c(CNC(=O)c2cccc(C)c2)nnc1SCC(=O)NC1CCCC1	95	0	-8	106	106	100	104	8
Cc1nc(SCC(=O)NCc2ccccc2)c2oc3ccccc3c2n1	88	0	2	108	96	98	99	-1
Cc1cc(C)c(OCC(=O)N(C)CC(=O)Nc2ccc(N3CCOCC3)cc2)c(C)c1	103[may fluoresce green]	2	4	92[may fluoresce green]	102[may fluoresce green]	102[may fluoresce green]	99[may fluoresce green]	0
CCOCCCNC(=O)c1ccc(OC)cc1	/	2	146	88	95	99	97	14
Cc1nn(CC(=O)NCCCN2CCN(C)CC2)c(=O)c2cc(-c3ccccc3)nn12	114	6	0	102	97	106	101	6
COC(=O)c1ccc(CN=C(NS(=O)(=O)c2ccccc2)c2ccccc2)cc1	98	2	4	89	95	98	96	-16
Cc1ccc(C)c(NC(=O)CSc2nc3c(oc4ccccc43)c(=O)n2-c2ccccc2)c1	93	1	-2	110	94	102	95	11
Cc1cccc(C(=O)N2CCN(c3ccccn3)CC2)c1	97	75*	11	98	95	102	96	-8
CCOC(=O)C1=C(CN2CCN(C(=O)c3ccco3)CC2)NC(=O)NC1c1ccc(OC(C)C)cc1 (stereo unspecified)	99	0	1	89	88	101	98	2
Cc1ccc(CNC(=O)C2CCCN2S(=O)(=O)c2ccc3c(c2)C(C)(C)C(=O)N3C)cc1 (stereo unspecified)	101	2	i	103	103	107	98	17
CC(Oc1ccc(Br)cc1)C(=O)NC1CCCCCC1 (stereo unspecified)	92	7	-5	98	98	95	96	-2
O=CN1CCN(C(=O)c2cc3cc(Cl)ccc3[nH]2)CC1	?	1	2	79[may fluoresce violet]	88[may fluoresce violet]	86[may fluoresce violet]	96[may fluoresce violet]	2
C/C(=N/NC(N)=S)c1ccc(Br)s1	/	3	-4	115	95	95	89	4
Cc1nc2ccc(NC(=O)c3cc(S(=O)(=O)N(C)c4ccccc4)ccc3Cl)cc2s1	88	0	2	86	94	89	93	5
CCCCN=C1CC(C)(C)CC(=O)/C1=C(/O)CCCN1C(=O)c2ccccc2C1=O	102	1	2	104	97	107	97	1
Cc1cccc(N2CCN(C(=O)C3CCN(S(=O)(=O)c4cccc5cccnc45)CC3)CC2C)c1 (stereo unspecified)	98	2	3	99	107	104	101	33
Cc1cc2nc(C)n(CCCNC(=O)Nc3ccc(F)cc3)c2cc1C	100	0	9	92	101	104	97	23
CCOC(=O)c1c(C)[nH]c(C(=O)NCc2ccco2)c1C	88	0	4	104	98	98	98	1
O=C(N/N=C/c1cn(Cc2ccccc2)c2ccccc12)c1cccnc1	97	0	3	100	97	103	101	13
O=C(NCc1ccc2c(c1)OCO2)C1CCCN1C(=O)Nc1cccc(Cl)c1 (stereo unspecified)	101	1	4	97	98	98	97	7
COc1ccc(C(OCC(O)CNC(C)c2ccccc2)c2ccc(OC)cc2)cc1 (stereo unspecified)	100	0	1	106	109	102	101	12
COc1ccc(Nc2oc(-c3cccs3)nc2C#N)cc1	89	1	-25	114	102	84	98	1
COc1ccccc1NS(=O)(=O)c1cccc(NS(=O)(=O)c2cc(C(=O)O)ccc2OC)c1	100	5	-4	97	103	100	103	2
CC(=O)c1cccc(NC(=O)N2CCCC2C(=O)Nc2cccc(C)c2C)c1 (stereo unspecified)	86	0	2	102	94	94	101	-7
COc1ccc(-c2csc(Nc3ccc(C)cn3)n2)cc1	83	0	4	98	87	97	91	6
CCC(=O)N1CCc2cc(S(=O)(=O)CCC(=O)NCc3cccs3)ccc21	107	0	0	99	107	105	102	10
C[C@]12CCC(O)CC1CCC1C2CC[C@]2(C)C(c3cc(C(F)(F)F)n[nH]3)CCC12 (stereo partly specified)	90	1	-13	105	98	97	95	0
Cc1ccc(OCC(=O)N2N=C(c3ccncc3)CC2(O)C(F)(F)F)cc1C (stereo unspecified)	/	0	-7	/	103	/	102	10
COC(=O)c1[nH]c2ccccc2c1NC(=O)CCN1CCSCC1	102	5	7	101	108	104	103	14
CC1CCCN(C(=O)c2ccc(CNc3c(N4CCCCC4)c(=O)c3=O)cc2)C1 (stereo unspecified)	95	0	-5	104	101	101	102	-4
Cc1ccc2c(C)c(C(=O)N3CCC(N4CCC(C(=O)NC5CC5)CC4)CC3)oc2c1	102	0	-12	110	110	103	101	/
O=c1[nH]c(C2CCN(S(=O)(=O)c3ccc(S(=O)(=O)NC4CC4)cc3)CC2)nc2c1nnn2Cc1ccc(F)cc1	100	1	/	100	106	98	104	-17
CC(C)Cc1ccc(C(C)C(=O)Nc2cccnc2)cc1 (stereo unspecified)	106	6	2	90	105	104	112	-1
CCN(Cc1ccccc1)C1CCN(Cc2ccccc2)CC1	102	0	-6	94	99	98	99	6
CN(c1cccc(NC(=O)CN(c2ccc(Cl)c(Cl)c2)S(=O)(=O)c2ccccc2)c1)S(C)(=O)=O	100	0	4	91	103	100	104	5
CS(=O)(=O)c1ccc(C2=C(c3ccccc3)C(=O)OC2)cc1	82	3	30	101	95	87	100	-4
CCO[C@@H]1OC(C(=O)NCc2ccccc2)=C[C@H](c2ccccc2)[C@H]1CCCO	113	0	-1	140	93	92	101	-1
CCCCn1c(/C=N/Nc2nc3ccccc3[nH]2)nc2ccccc21	99	3	3	123	129	66	90	9
COc1ccc(C(=O)Nc2ccccc2C(=O)N2CCCCCC2)cc1	?	3	2	?	?	?	?	-3
O=Cc1c[nH]c2ncccc12	107	0	-48	95	102	106	102	3
O=C(O)COc1ccc(NC(=O)c2cccs2)cc1	98	0	-1	103	113	102	98	-2
CCOC(=O)c1c(-c2ccccc2)oc2ccc(OC)cc12	101	2	0	103	100	107	102	12
O=C1CCC(C(=O)Nc2cccc(Oc3ccccc3)c2)=NN1	110	0	-7	98	100	95	106	-3
CCOC(=O)Cn1cc(C#N)c(=O)[nH]c1=O	112	2	-2	111	101	102	96	-18
CCCC(CCC)C(=O)Nc1ccc2c(c1)N(C(=O)CCN1CCN(C)CC1)c1ccccc1CC2	86	0	-15	97	88	95	85	9

Next entries
SMILES	CIT2-GFP yeast	GRK2 inh	GASC-1 inh	LAP4-GFP MLPCN	MEP2-GFP yeast	AGP1-GFP MLPCN	RPL19A TOR yeast	VLA-4 inh
CN(C)/C=C(/C#N)C(=O)c1cccc(Oc2ccc(C(C)(C)C)cc2)c1	89	0	-2	105	103	96	94	5
CC(=O)Oc1ccc(-c2cccc(C(=O)NCC(=O)O)c2)cc1	97	0	-26	95	102	102	96	-7
COc1ccc(C2CC(c3ccc(Cl)cc3)=NN2C(C)=O)cc1 (stereo unspecified)	89	1	12	88	97	89	94	7
CCCC(=O)C1=C(SCC)CC(C)(C)C(C(=O)OC)C1=O (stereo unspecified)	98	1	-10	94	98	99	95	5
c1nc(N2CCCCC2)c2[nH]cnc2n1	102	0	1	99	103	106	107	26
COc1ccc(-c2cn3c(C)c(C(=O)N4CCN(c5ccc(F)cc5)CC4)sc3n2)cc1	?	6	-6	76[may fluoresce violet]	137[may fluoresce violet]	19[may fluoresce violet]	59[may fluoresce violet]	-6
CC1CCCCN1C(=O)CSCC(=O)Nc1nc(-c2cccs2)cs1 (stereo unspecified)	91	1	8	103	98	94	93	15
CCCNC(=O)c1onc(CSc2nc3ccccc3[nH]2)c1C(=O)NCCC	79	4	-8	105	90	83	97	-2
COc1ccc(C2=[N+]([O-])C(C)(C)N(O)C2C)cc1 (stereo unspecified)	84	9	5	91	94	91	95	-5
NS(=O)(=O)c1ccc(CNS(=O)(=O)c2cc(Cl)ccc2Cl)cc1	90	8	-3	83	105	96	101	4

Full records as entered above. Order of values: CIT2-GFP yeast | GRK2 inh | GASC-1 inh | LAP4-GFP MLPCN | MEP2-GFP yeast | AGP1-GFP MLPCN | RPL19A TOR yeast | VLA-4 inh
CCCC(=O)C1=C(SCC)CC(C)(C)C(C(=O)OC)C1=O (stereo unspecified) in the list: 98 | 1 | -10 | 94 | 98 | 99 | 95 | 5
c1nc(N2CCCCC2)c2[nH]cnc2n1 in the list: 102 | 0 | 1 | 99 | 103 | 106 | 107 | 26
CCCNC(=O)c1onc(CSc2nc3ccccc3[nH]2)c1C(=O)NCCC in the list: 79 | 4 | -8 | 105 | 90 | 83 | 97 | -2

Going on with the list.
SMILES	CIT2-GFP yeast	GRK2 inh	GASC-1 inh	LAP4-GFP MLPCN	MEP2-GFP yeast	AGP1-GFP MLPCN	RPL19A TOR yeast	VLA-4 inh
FC(F)Oc1ccc(-c2c[n+]3c(n2-c2ccccc2)CCCCC3)cc1	97	0	5	105	95	104	101	-5
O=C1NCCCc2c1no[n+]2[O-]	97	7	10	99	103	96	98	16
Cc1cc(C)cc(OC2CCCCC2NS(=O)(=O)c2ccccc2)c1 (stereo unspecified)	97	0	1	84	106	100	106	-2
CC(=O)NCCc1nc2ccccc2n1CCOc1cccc(C)c1	99	1	5	100	96	99	97	6
C=CCOc1ccc2nnc(C)n2n1	103	0	12	92	104	100	105	13
Cc1cc(C)cc(C(=O)OCC(=O)NC2CCCC2)c1	93	1	5	96	99	91	99	0
Cc1ccc(C(=O)CSc2nccn2-c2ccccc2)cc1	108	3	3	97	108	104	107	-1
CCCOC1CCCN(C(=O)c2ccc(OC3CCN(C(=O)COC)CC3)cc2)C1 (stereo unspecified)	94	0	-1	91	93	93	94	-12
CC(C)Cn1c(CN2CCN(C(=O)c3ccco3)CC2)nc2c1c(=O)n(C)c(=O)n2C	111	3	17	103	107	100	109	13
Cc1ccc2c(CN3CCN(CCO)CC3)cc(=O)oc2c1C	105	0	5	104	110	110	104	15
CCNc1ccc(C(=O)Nc2ccc3nc(C)sc3c2)cc1[N+](=O)[O-]	100	0	2	102	105	97	100	26
COc1cccc(N2CCN(CC(=O)NCc3cccs3)CC2)c1	99	0	-1	99	93	94	94	6
CCOC(=O)C1(Cc2ccccc2C)CCCN(Cc2cc(OC)c(O)c(OC)c2)C1 (stereo unspecified)	108	0	2	96	105	104	100	40
Cc1ccc(C)c(N=Nc2ccc(O)c3ncccc23)c1	96	3	11	142	97	94	97	15
CCOC(=O)N1CCc2c(sc(NC(=O)C3COc4ccccc4O3)c2C(N)=O)C1 (stereo unspecified)	96	0	12	93	105	90	94	13
CC(=O)Nc1ccc(Oc2ccc(-c3noc(C)n3)cc2)cc1	89	1	-2	102	98	81	86	-9
CC(=O)Nc1ccc(NC(=O)c2cccc3ccccc23)cc1	102	1	-1	92	96	95	97	-3
Cc1ccc(NS(=O)(=O)c2c(C)[nH]c(=O)[nH]c2=O)c(Br)c1	103	0	-7	90	113	98	109	4

Screening results (PubChem)
